Bioassay records deposited in PubChem BioAssay by several laboratories.
GC-B act: GC-B (human) receptor activation; HEK293-GC-B cells, CNP EC30, cGMP TR-FRET; 0% at EC30 CNP, 100% saturating CNP; activation, % at 10 µM; hit rate 0.11% among 370,000;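 active = activation at 10 µM reaching about 35% in either raw or pattern-adjusted values, limit read from the data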
MBD2 DNA inh: MBD2-methylated oligo binding inhibition. hit rate 0.31% among 370,000. Q9UBB5. AID 686964. TR-FRET, MBD2 binding to methylated oligonucleotide. inhibition, % at 4.4 µM; in the data active = inhibition above about 13%
Target sequence (Q9UBB5 whole entry, looked up): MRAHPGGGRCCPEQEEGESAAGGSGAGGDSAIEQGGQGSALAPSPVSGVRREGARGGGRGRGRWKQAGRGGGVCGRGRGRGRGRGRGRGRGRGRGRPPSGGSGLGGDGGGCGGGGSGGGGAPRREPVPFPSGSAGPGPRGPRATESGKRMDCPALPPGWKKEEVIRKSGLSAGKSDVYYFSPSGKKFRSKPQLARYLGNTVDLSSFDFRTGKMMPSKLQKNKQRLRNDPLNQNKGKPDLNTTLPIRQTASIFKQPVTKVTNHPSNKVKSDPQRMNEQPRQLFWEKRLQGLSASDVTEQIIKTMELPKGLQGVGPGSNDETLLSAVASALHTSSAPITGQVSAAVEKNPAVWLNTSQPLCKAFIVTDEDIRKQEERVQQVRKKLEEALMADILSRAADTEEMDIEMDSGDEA
TCR-CD3 inh: human TCR-CD3 binding inhibition; inhibition, % at 9.4 µM; TAMRA-labeled TCR probe fluorescence, biochemical; hit rate 0.37% among 360,000; AID 651800; in the data active = inhibition above about 19%;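 note: recombinant mutant TCR 2C K166C tagged with TAMRA read by polarization; 0% = receptor in buffer alone and 100% = receptor with positive control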
mABHD4 FP: inhibitors of mouse ABHD4; Q8VD66; purified mABHD4, FP-Rh probe fluorescence polarization; inhibition, % at 8.92 µM; hit rate 0.54% among 370,000; AID 720543;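 active = inhibition exceeding the mean over every tested compound plus 3 SD, cut at about 30% in these data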;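 note: 0% = plate median of compound wells and 100% = S159A mutant with DMSO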
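Test system: mABHD4 protein | Buffer or medium: HEPES pH 7.0 buffer, 150 mM NaCl, 0.01% Pluronic F-127 | Probe or stimulus: FP-Rh fluorescent activity-based probe, added after compound pre-incubation | Timing: Pre-incubation 45 min, probe exposure 60 min, at 25 °C | Technique: Fluorescence polarization, excitation 525 nm, emission 598 nm, BODIPY TMR filters | Repeats: Single well per compound (singlicate)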
LEDGF integ inh: blocks HIV-1 LEDGF/p75-dependent DNA integration. TR-FRET IN-LEDGF/p75 DNA integration, Eu/Cy5. inhibition, % at 3.7 µM. hit rate 0.64% among 370,000;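 active = inhibition above the screen-wide mean plus 3 SD, cut at about 13% in these data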;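 note: signal is the Cy5 over europium emission ratio at 671 and 618 nm; 0% = plate median of compound wells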
PRMT1 FP inh: inhibitors of human PRMT1. Q99873. recombinant PRMT1, activity-based probe fluorescence polarization. inhibition, % at 2.79 µM. hit rate 1.3% among 370,000. AID 652257;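 active = inhibition above about 21% made by adding two undisclosed values, limit read from the data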
TDP2 inh: TDP2 (human) inhibition, absorbance primary screen; O95551; recombinant TDP2, T5PNP hydrolysis, p-nitrophenol absorbance 415 nm; inhibition, % at 12.8 µM; hit rate 0.34% among 370,000;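 active = inhibition above the mean of all tested compounds plus 3 SD, set per campaign, cut at about 25% in these data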;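 note: 0% = DMSO with enzyme and 100% = buffer with substrate but no TDP2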
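Assay system: recombinant human TDP2 / Reagent: T5PNP substrate at 5 mM, a TopII-DNA adduct mimic / Measured by: epi absorbance from released p-nitrophenol / Evaluation: % inhibition relative to enzyme-containing and enzyme-free wells / Control set: enzyme-free and DMSO wells / Replicates: each compound tested once, singlicate / Schedule: enzyme reaction with compound for 2 h at 37 °C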
HTRA1 inhibitor: blocks human HTRA1 serine peptidase | Q92743 | recombinant HTRA1, FP-rhodamine activity-based probe, fluorescence polarization | inhibition, % at 5.96 µM | hit rate 0.5% among 340,000; in the data active = inhibition above about 36%;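 note: 0% = enzyme with DMSO and 100% = wells lacking enzyme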
Target sequence (Q92743 whole entry, looked up): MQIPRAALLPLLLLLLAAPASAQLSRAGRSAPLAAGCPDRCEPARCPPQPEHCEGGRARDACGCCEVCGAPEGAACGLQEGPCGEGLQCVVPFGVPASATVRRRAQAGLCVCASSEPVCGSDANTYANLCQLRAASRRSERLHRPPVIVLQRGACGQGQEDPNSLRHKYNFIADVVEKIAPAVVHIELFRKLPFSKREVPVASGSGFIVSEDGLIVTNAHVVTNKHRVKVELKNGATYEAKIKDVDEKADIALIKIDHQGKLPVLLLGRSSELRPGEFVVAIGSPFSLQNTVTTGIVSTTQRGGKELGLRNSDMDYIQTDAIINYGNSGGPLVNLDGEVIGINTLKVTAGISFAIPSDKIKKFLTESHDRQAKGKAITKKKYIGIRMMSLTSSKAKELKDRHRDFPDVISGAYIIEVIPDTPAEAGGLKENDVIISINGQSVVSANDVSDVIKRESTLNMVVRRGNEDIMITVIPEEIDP
SIAE primary: human SIAE inhibition, primary screen | Q9HAT2 | SIAE FP-Rh probe binding, fluorescence polarization | inhibition, % at 9.66 µM | hit rate 0.69% among 370,000 | AID 1053197;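 active = inhibition above a cutoff: mean of compounds within the control limits plus 3 SD of those, cut at about 17% in these data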;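 note: 0% = plate median of compound wells and 100% = probe without SIAE protein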
rCAG binder: binds r(CAG) RNA repeats; r(CAG) RNA repeat, TO-PRO-1 dye displacement fluorescence; inhibition, % at 3 µM; hit rate 1.3% among 370,000; AID 651821;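 active = inhibition above the plate cutoff, the mean of all test compounds on that plate plus 3 SD, cut at about 35% in these data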;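 note: 0% = DMSO alone and 100% = 100 µM mitoxantrone as full dye displacement; higher means more dye released from RNA so lower well fluorescence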
* hit, by the source's call; / = no result given. A portion of the library; rates above refer to the full screens.

The line under a structure holds: LEDGF integ inh	HTRA1 inhibitor	GC-B act	mABHD4 FP	MBD2 DNA inh	rCAG binder	SIAE primary	TCR-CD3 inh	TDP2 inh	PRMT1 FP inh
O=C(/C=C/c1ccccc1)N1CCN(c2ccccn2)CC1
    -1.1	-1.5	-11.1	9.0	-0.7	-2.9	-2.1	3.1	-4.7	-1.5
COc1ccccc1OCCNC(=O)C1CC(=O)N(Cc2ccccc2)C1 (stereo unspecified)
    3.7	2.1	0.8	-3.8	1.0	2.7	-5.6	1.4	-4.3	-1.4
COc1cccc(-n2c(N)c(C#N)c3ccc([N+](=O)[O-])cc3c2=O)c1
    -2.9	/	3.9	-3.2	1.9	-0.4	-8.6	3.1	-10.2	3.7
CCc1ccc2[nH]cc(C(=O)N3CCCCCC3)c(=O)c2c1
    0.7	7.4	0.4	-15.0	-5.2	-1.8	-2.1	8.1	1.2	-0.7
Cn1ncc2c(NNC(=O)c3ccc(Cl)c(Cl)c3)ncnc21
    -2.0	4.0	-8.7	1.1	-4.4	6.9	1.5	3.2	2.5	-0.6
COC(=O)C[C@@H]1C=C[C@@H](NC(=O)Nc2cccc(F)c2)[C@@H](CO)O1
    1.4	/	2.3	-0.8	4.3	1.3	-1.9	4.0	10.6	-4.1
O=C(NCc1ccco1)c1csc(Nc2ccccc2Cl)n1
    -3.3	-30.9	-17.6	-17.9	5.5	9.5	-7.0	-0.3	-10.4	17.6
CCC(CC)NC(=O)Nc1ccccc1C
    -1.1	-1.5	4.7	-2.4	0.9	2.1	2.0	5.6	13.2	0.6
CCCCOc1ccc(C(CC(=O)NC)C(=O)O)cc1 (stereo unspecified)
    -1.9	-0.6	3.0	6.1	2.4	-2.5	2.0	-3.2	12.4	5.5
CCC[C@H]1CN(c2ccc(OC)cc2)C(=O)[C@@H]1CC(=O)NC
    9.3	0.7	-2.9	-7.1	0.7	2.9	-1.1	-9.1	-14.4	-3.5
COc1ccccc1C1NC(=O)NC(C)=C1C(=O)Nc1cccc(C)c1C (stereo unspecified)
    -2.4	0.9	-0.7	2.5	1.5	1.7	1.0	-3.8	-1.7	2.2
Cc1cc2cc(CNC(=O)c3cccc([N+](=O)[O-])c3)ccc2[nH]1
    -2.5	3.5	0.4	-4.9	-4.4	10.9	8.3	0.2	-12.6	1.8
CN(CC(=O)Nc1cccc(F)c1)C(=O)c1ccc(OCc2ccccc2)cc1
    -3.3	-5.8	2.7	3.1	3.7	3.4	7.0	-4.7	0.1	2.0
CC(Oc1ccccc1F)C(=O)NNC(=O)CCS(=O)(=O)c1ccccc1Cl (stereo unspecified)
    2.8	0.9	-0.8	-3.7	-0.8	-0.6	-2.4	1.0	0.3	0.5
Cc1ccc(NC(=S)NC(NC(=O)c2ccco2)C(Cl)(Cl)Cl)cc1 (stereo unspecified)
    2.1	-16.6	9.3	-25.0	-4.4	7.9	-8.5	-1.9	-9.8	-3.5
CCc1nn(CC(=O)NC(C)CCc2ccccc2)c(=O)c2cc3cc(F)ccc3n12 (stereo unspecified)
    2.5	-5.1	-0.4	-0.1	2.8	0.6	-1.0	0.3	-0.6	-0.6
C/C(=C\c1ccc2c(c1)OCO2)C1Nc2cccc3cccc(c23)N1
    -3.0	4.1	-0.3	9.7	-2.0	8.7	11.7	1.8	2.2	2.4
COC(=O)C1CCN(C(=O)COC(=O)[C@@H]2CC(O)CN2S(=O)(=O)c2ccc3c(c2)OCCO3)CC1 (stereo partly specified)
    0.5	2.3	3.6	0.3	3.4	5.2	4.2	0.8	-2.3	0.0
COc1ccc(O)c(CN2CCCC(C(=O)Nc3cccc(-n4cccn4)c3)C2)c1 (stereo unspecified)
    -0.4	-5.9	-0.5	1.6	0.8	4.6	1.0	-3.9	3.6	0.9
COCC(=O)N1CCC(Oc2ccc(C(=O)NCc3csc(C(C)C)n3)cc2)CC1
    -1.9	2.8	3.0	-3.8	0.1	-6.3	2.0	-5.6	-11.2	3.6
Cc1ccc(Cn2c(SCc3cccnc3)nc3c2c(=O)n(C)c(=O)n3C)cc1
    -2.1	1.5	20.6	4.6	5.1	-5.7	-1.2	-0.1	-0.6	-1.9
CCCCNC(=O)c1nc(C2CCN(S(=O)(=O)c3c(F)cccc3F)CC2)oc1-c1ccccc1
    -7.8	/	6.2	-3.9	2.3	1.7	-6.7	2.8	8.9	-2.2
CCN(CC(=O)Nc1ccc([N+](=O)[O-])cc1OC)c1ccccc1
    0.3	-5.3	-0.8	-1.8	-7.4	2.4	4.1	-7.9	-1.7	1.4
Cc1cc(NC(=O)C(C)Oc2ccc(Cl)cc2Cl)no1 (stereo unspecified)
    -3.9	-11.6	0.0	1.5	-0.4	-2.3	0.4	4.2	-10.7	-1.5
COc1ccc(N2C(=O)/C(=C/N(C)C)NC2=S)cc1
    -4.0	2.9	0.0	0.4	2.1	1.4	7.5	2.0	4.2	-1.5
NS(=O)(=O)c1ccc(CCNC(=O)COC(=O)C2CCC2)cc1
    9.3	-2.6	3.3	-0.7	2.2	-0.9	-0.3	1.6	-7.1	-4.2
O=C(c1ccc(F)cc1)C1CCN(C(=S)Nc2ccccc2Cl)CC1
    0.4	-10.0	-2.7	-11.2	4.5	2.5	-4.0	-12.1	-2.0	14.5
Cc1ccc2nc(Nc3ccc(C)c(Cl)c3)c3nncn3c2c1
    3.4	-6.2	-7.1	2.4	0.3	0.3	7.2	-0.8	-2.4	-6.1
CCCCCC1CCC(c2nnc(SCC(C)=O)o2)CC1 (stereo unspecified)
    3.3	4.2	-3.0	-9.2	4.4	-0.3	-15.4	4.1	-24.6	-6.5
COc1ccc(S(=O)(=O)Nc2ccccc2C(=O)NCc2cccnc2)cc1OC
    4.4	-5.6	0.0	-4.6	-2.4	3.8	4.5	4.2	7.8	-2.0
CCCn1nnc(NC(=O)COc2cc(C)ccc2C(C)C)n1
    4.8	-3.3	3.4	-2.7	1.5	-4.9	5.7	1.9	0.5	-1.5
COc1ccc(CCNC(=O)c2cc(-c3cc(C)c(C)cc3O)n[nH]2)cc1OC
    3.3	-1.8	4.4	1.1	1.6	5.1	1.8	-2.9	11.7	1.0
CC(C)(C)c1ccc(OCC(=O)NCc2ccco2)c(Br)c1
    0.3	-31.0	/	-7.5	2.3	8.6	-6.6	-2.2	-11.7	11.4
CN1CCN(CC(O)COCc2ccc3c(c2)OCO3)CC1 (stereo unspecified)
    1.8	-3.4	10.0	-0.3	-5.9	1.7	5.5	1.6	12.7	-0.1
OC1CCN(c2c3c(nc4cc(-c5cccc(F)c5)nn24)CCCC3)CC1
    0.4	-41.9	2.2	4.9	-2.5	-4.7	-1.0	-6.3	-2.8	0.3
CC(C(=O)N1CCc2ccccc21)N1CCN(S(=O)(=O)c2cccs2)CC1 (stereo unspecified)
    3.8	4.8	2.0	-0.2	-5.8	-0.2	-6.2	6.2	-2.8	-8.6
CCOC(=O)c1cnc(SCC(=O)N2CCc3ccccc32)nc1N
    2.5	-0.5	3.0	-0.2	-0.8	3.0	-3.6	-7.5	4.5	4.2
Cc1cc(Cl)ccc1Oc1nc(-c2ccccc2)ncc1S(C)(=O)=O
    -1.7	-7.8	-18.8	8.1	3.4	-0.4	-3.3	-1.8	10.2	2.4
Cc1ccc(C(=O)N/C(=C/C=C/c2ccccc2)C(=O)NCc2ccco2)cc1
    2.2	-26.2	-3.8	-7.7	-1.4	3.4	-3.5	-2.1	-6.7	0.2
COc1cc2c(cc1OC)C(c1cc3cc4c(cc3[nH]c1=O)OCO4)N(C(=O)C1CC1)CC2 (stereo unspecified)
    -3.8	1.1	1.0	5.8	-4.2	-5.5	11.8	-8.3	-1.2	-2.9
COc1cc2c(cc1OC)CN(C(=O)c1ccc(OC)c(S(=O)(=O)N3CCCC3)c1)CC2
    -1.8	-3.7	3.2	-11.9	1.8	-0.4	-2.3	6.5	-8.8	-0.5
Brc1ccccc1-c1nnc(-c2cccnc2)o1
    -2.4	5.3	-8.0	15.0	2.9	-0.6	16.1	-3.2	12.0	-0.5
COC(=O)C(Cc1ccc(O)cc1)N1Cc2ccccc2C1=O (stereo unspecified)
    -4.6	3.6	2.8	2.5	-5.2	1.1	0.0	15.0	-7.9	-1.1
O=C(NCCc1ccc(Cl)cc1)c1cc2ccccn2n1
    0.7	-2.5	-7.5	-1.7	-1.4	-3.5	-0.5	2.1	13.9	1.4
COc1ccc2ccccc2c1C=NN1CCCCC1
    2.4	2.4	-1.3	2.1	-5.0	-0.4	4.5	1.6	-1.1	0.5
CCc1ccc2c(c1)Sc1ccccc1CC2N1CCN(C)CC1 (stereo unspecified)
    0.5	7.0	-20.0	20.7	1.0	-5.8	1.4	0.9	-17.2	1.4
CCCC1CCC2(CCCN2CCOC(=O)Nc2ccc(OC)cc2)CC1 (stereo unspecified)
    -1.1	/	-4.9	12.0	4.1	/	4.6	/	2.5	-2.2
Cc1ccc(C2CCN(C(=S)NC3CCCCC3)C2)cc1 (stereo unspecified)
    -1.4	-28.0	1.2	-6.8	1.1	-7.3	-6.0	4.6	11.6	-2.7

Two compounds picked at random from those above:
The line under a structure holds: LEDGF integ inh	HTRA1 inhibitor	GC-B act	mABHD4 FP	MBD2 DNA inh	rCAG binder	SIAE primary	TCR-CD3 inh	TDP2 inh	PRMT1 FP inh
CCCC1CCC2(CCCN2CCOC(=O)Nc2ccc(OC)cc2)CC1 (stereo unspecified)
    -1.1	/	-4.9	12.0	4.1	/	4.6	/	2.5	-2.2
O=C(NCCc1ccc(Cl)cc1)c1cc2ccccn2n1
    0.7	-2.5	-7.5	-1.7	-1.4	-3.5	-0.5	2.1	13.9	1.4
